High-throughput results (PubChem BioAssay)
A-T KAP1 phos – candidate therapy for ataxia-telangiectasia. AID 485349. 0.19% of 320,000 active. […] A-T fibroblasts, KAP-1 phosphorylation AlphaLISA; neocarzinostatin DNA damage 30 min before lysis. Potency, µM (highest dose often 57.5 µM), inactives show at the highest dose activation, hits mostly activators; note: potency is the fitted concentration of half-maximal effect; % of control where 0% means no effect; nearly all actives have a fitted effect of over 45% in size
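ATM-like activity read as KAP-1 phosphorylation via AlphaLISA donor/acceptor antibody pairs after lysis and 6 hr at 25C. Cells were ATM-null patient fibroblasts ([…], hTERT), dosed 60 min, then exposed to the DSB inducer NCS for 30 min.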
S-ASM inh – human S-ASM enzyme inhibition | AID 504937 | 0.006% of 340,000 active | placental ASM, HMU-PC fluorogenic substrate, 60 min | P17405 | Potency, µM (titrated, usually from 57.5 µM), inactives show at the highest dose activity change, negative = inhibition, actives largely listed as inhibitors; note: potency is the fitted concentration of half-maximal effect
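Steps: dispense placental human ASM, pin compound, wait 10 min at room temperature, add HMU-PC0 substrate at 9 uM final, incubate 60 min at 37 °C, add stop solution raising pH to 10, read fluorescence.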
MBNL1 CUG block – inhibitors of human MBNL1 binding to CUG repeat RNA; Q9NR56; TR-FRET MBNL1-His/biotin-(CUG)12 binding, 665/545 ratio; Potency, µM (highest dose often 57.5 µM), for inactives: top-dose activity change, negative = inhibition, most hits filed as inhibitors; 0.036% of 280,000 active; AID 2675; active = well fitted inhibition curve with a large enough effect in the signal ratio, with a control signal flat, not every such curve was filed as active; inconclusive = small, poorly fitted or top-dose-only effect, or effect the other way, or a change in a side signal; inactive = no such curve, though single readings can be large or run the other way; the % refers to the signal ratio; note: potency is the fitted concentration of half-maximal effect; % is set by controls: 0 for no effect and ±100 for the full control effect
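Inhibition of protein-RNA binding appears as loss of TR-FRET between terbium anti-His antibody on MBNL1-His and streptavidin-XL665 on biotin-(CUG)12. Activity is normalized to buffer-only and uninhibited-complex controls.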
TSHR antag – antagonists of human thyroid stimulating hormone receptor. 0.2% of 330,000 active. P16473. TSHR-expressing cells, TSH-stimulated cAMP HTRF, 2 h; active compounds read low. activity change, negative = inhibition, % at 11.5 µM. AID 504810;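 active = activity change below a set negative limit, meaning inhibition stronger than a set level, cut at about -70% in these data; inconclusive = activity change between two set negative limits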; note: % is set by controls: 0 for no effect and ±100 for the full control effect
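Inhibition of cAMP made by TSHR-expressing cells under TSH stimulation (4nM final, EC80; 2 h, 37 deg C) is quantified with a one-step lysis HTRF kit, anti-cAMP cryptate versus cAMP-d2.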
Mito fusion act – blocks mitochondrial division or promotes mitochondrial fusion. S. cerevisiae fusion-defective mutant growth rescue, CellTiterGlo 48 h. Potency, µM (titrated, usually from 46.1 µM), inactives show top-dose growth rescue (activation), hits mostly activators. 0.23% of 320,000 active;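 note: potency is the fitted concentration of half-maximal effect; % of control where 0% means no effect; nearly all actives have a fitted effect of over 45% in size; temperature-sensitive fusion mutants such as fzo1-1 at 37 °C on non-fermentable ethanol glycerol medium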
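Temperature-sensitive fusion-defective S. cerevisiae (e.g. fzo1-1, mgm1-5) were grown with compound in YPEG medium (3% ethanol, 3% glycerol) for 48 hours at 37C. Growth rescue was measured as viability by CellTiterGlo luminescence after 10 minutes at ambient.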
PTAP TSG101 blk – blocks PTAP/TSG101 interaction to inhibit HIV-1 budding; Fluorescence polarization, FITC-PTAP peptide / Tsg101 binding; Potency, µM (titrated, usually from 115 µM), for the others: top-dose activity change, negative = inhibition, actives largely listed as inhibitors; 340,000 tested, under 10 active; active = well fitted inhibition curve with a large enough effect in the main read-out, with a control signal flat, not every such curve was filed as active; inconclusive = small, poorly fitted or top-dose-only effect, or effect the other way, or a change in a side signal; inactive = no such curve, though single readings can be large or run the other way; note: potency is the fitted concentration of half-maximal effect; % of control where 0% means no effect
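Fluorescence anisotropy tracks displacement of a FITC-tagged PTAP peptide (50 nM) from the Tsg101 binding domain (10 uM), following a 20 min room-temperature incubation at pH 7.5.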
a7 integrin act – integrin-mediated muscular dystrophy alleviation activation | alpha7betagal myoblasts, beta-gal FDG fluorescence, 48 h | Potency, µM (highest dose often 38.3 µM), for the others: at the top dose activation, hits mostly activators | 0.064% of 350,000 active;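 note: potency is the fitted concentration of half-maximal effect; 100% = response of the positive control SU9516; nearly all actives have a fitted effect of over 60% in size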
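alpha7betagal+/- myoblasts (passage 13, 250/well) treated 48 h at 37C with compounds at 1:260 dilution of DMSO stock. Lysed, then beta-galactosidase activity read as FDG fluorescence (ex 480/em 540) after 30 min, with pre-read for autofluorescence.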
TCR activator – T cell receptor activation; primary human leukocytes, anti-CD3, IL-2 HTRF, 48 h; Potency, µM (series often up to 9.22 µM), for inactives: at the top dose activation of IL-2 secretion, usual class: activators; 330,000 tested, under 10 active; AID 504894; note: % of control where 0% means no effect
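48 hr co-incubation of compounds, a-CD3 beads and primary human leukocytes; IL-2 quantified homogeneously by HTRF with anti-IL-2 K and d2 conjugates.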
Menin MLL FP TR – menin-MLL binding inhibition, Texas Red mutant peptide; 0.23% of 270,000 active; O00255; AID 1768; Menin + Texas Red MLL mutant peptide, fluorescence polarization; Potency, µM (top dose mostly 61.6 µM), without a hit: at the top dose FP activity change, negative = inhibition, usual class: inhibitors; active = well fitted inhibition curve with a large enough effect in the polarisation, with a control signal flat, not every such curve was filed as active; inconclusive = small, poorly fitted or top-dose-only effect, or effect the other way, or a change in a side signal; inactive = no such curve, though single readings can be large or run the other way; the % refers to the polarisation; note: potency is the fitted concentration of half-maximal effect; % of control where 0% means no effect; many of its hits are not listed in these tables
MLL CXXC-DNA inh – MLL CXXC-DNA interaction inhibition | Potency, µM (highest dose often 115 µM), inactives show at the top dose activity change, negative = inhibition, hits mostly inhibitors | AID 2662 | MLL-CXXC / FITC-HOXA9 DNA fluorescence polarization | Q03164 | 0.037% of 290,000 active; active = well fitted inhibition curve with a large enough effect in the polarisation, with a control signal flat, not every such curve was filed as active; inconclusive = small, poorly fitted or top-dose-only effect, or effect the other way, or a change in a side signal; inactive = no such curve, though single readings can be large or run the other way; the % refers to the polarisation; note: potency is the fitted concentration of half-maximal effect
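Purified MLL-CXXC (added from a 7 uM solution) was preincubated 5 min at ambient with pinned compounds in 50 mM Tris-HCl pH 7.5, 50 mM NaCl, 1 mM DTT, 0.05% BSA. Fluorescein-labeled HOX-A9 DNA (50 nM solution) followed, 30 min, then polarization read.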
Numbers without * were called inactive; ? = inconclusive; . = no result given; [ ] = dose if it differs, or a comment. Unless noted, calls come from the whole dose curve; as a rule, active = well fitted curve in the direction sought with a large enough effect; inconclusive = small, poorly fitted or top-dose-only effect, or another doubt; inactive = no such curve, though single readings can be large; an effect the other way counts as inactive or inconclusive. A portion of the library (hit frequency here may not be typical).

SMILES	A-T KAP1 phos	S-ASM inh	MBNL1 CUG block	TSHR antag	Mito fusion act	PTAP TSG101 blk	a7 integrin act	TCR activator	Menin MLL FP TR	MLL CXXC-DNA inh
CCC1=C(OC(=O)N(CC)CC)N2C(=O)OC(=NCC(=O)OC)[C@]2(C)[C@H]2C1=CC[C@H]1C(=O)N(CC)C(=O)[C@H]12	-10%	4%	-6%	-2	29%	-9%	-4%	1%	0%	0%
CCCCNC(=O)c1sc(=S)n2c1[nH]c(=O)c1ccc(C(=O)NCCc3ccc(OC)c(OC)c3)cc12	4%	4%	-3%	-37	0%	-6%	28%	-6%	.	-3%
O=c1c2ccccc2nc(-c2ccc(Cl)cc2)n1C1CCS(=O)(=O)C1 (stereo not drawn)	.	-4%	.	.	.	-2%	6%	-4%	.	.
CC(=O)N(Cc1ccc(F)cc1)Cc1nc2ccccc2c(=O)[nH]1	1%	0%	5%	-9	2%	-1%	13%	-19%	15%	-1%
Cc1ccc(N2C(=O)C(Cl)=C(Nc3c(C)n(C)n(-c4ccccc4)c3=O)C2=O)cc1	-3%	-2%	?	-4	-6%	-3%	-32%	3%	-13%	-18%
CCOC(=O)c1sc(N2C(=O)C(O)=C(C(=O)c3ccc(C)o3)C2c2ccc(OC)c(OC)c2)nc1C (stereo not drawn)	19%	6%	-2%	11	1%	-1%	5%	1%	.	-3%
COc1ccc(S(=O)(=O)NCC(=O)NC2CC2)cc1OC	4%	0%	6%	5	-1%	-2%	-13%	-4%	.	11%
Cc1cc(C)n(NC(=S)NC2CCCC2)c(=O)c1C#N	-1%	5%	.	1	-1%	-2%	7%	-110%	.	-7%
CC(OC(=O)c1cccs1)C(=O)NCc1cccs1 (stereo not drawn)	3%	-3%	-4%	14	5%	-5%	5%	.	-6%	3%
Cn1c(=O)c2c(nc(Sc3ncnn3CC(=O)NC3CCCCC3)n2C)n(C)c1=O	-7%	2%	-17%	0	0%	-5%	11µM*	3%	.	-2%
O=C(Nc1nnc(C2CC2)s1)c1cc2c(s1)CCCCCC2	-4%	.	-2%	26	1%	.	.	.	-3%	5%
Cc1cccc(C)c1NC(=O)CNC(=O)C(C)NC(C)c1ccccc1Br (stereo not drawn)	1%	6%	.	9	0%	2%	17%	4%	.	.
CCOc1ccc(NC(=O)NCc2ccc3c(c2)OCO3)cc1	12%	-1%	-18%	4	-7%	-7%	29%	3%	6%	0%
O=C(CNC(=O)c1ccco1)OCc1ccccc1F	6%	4%	.	-10	.	-11%	11%	-3%	.	.
Cc1cc(C)n(C(=O)c2c([N+](=O)[O-])c(C)nn2C)n1	-2%	5%	?	-5	-1%	-1%	12%[7.66 µM]	-1%[46.1 µM]	0%	0%
CC(C)N(C(=O)[C@H]1C[C@H](CC(=O)NCc2ccco2)C(=O)N2CCc3c([nH]c4cc(-c5ccco5)ccc34)[C@]12C)C(C)C	7%	?	.	-2	.	-9%	4%	0%[46.1 µM]	.	.
CCOCCCNc1c2c(nc3cc(-c4ccc(F)cc4)nn13)CCC2	-2%	-4%	0%	-7	-4%	2%	-13%	-2%	-4%	0%
CC(C)C1C(c2ccccc2)NC(c2ccccc2)CC1(O)c1ccc(F)cc1 (stereo not drawn)	16%	-11%	-14%	6	-19%	0%	-1%	11%	.	-13%
Cc1ccc(CSC2=Nc3ccccc3C3=NC(CCC(=O)NCc4ccco4)C(=O)N23)cc1 (stereo not drawn)	1%	31%[activator]	-6%	-12	8%	-3%	-3%	.	-11%	0%
COc1ccc(N2CCN(Cc3cc4c(cc3O)CCC4)CC2)cc1	-2%	-1%	-13%	-21	15%	-2%	12%[7.66 µM]	5%	.	5%
O=C(NCCC1CCCCN1S(=O)(=O)c1ccccc1)C(=O)Nc1ccccc1 (stereo not drawn)	10%	0%	.	-12	13%	-3%	26%	-1%	.	.
CCC(=O)c1cn(CC(=O)OC)c2ccccc12	1%	3%	-7%	-5	2%	-6%	21%	-4%	.	4%
COc1ccc(S(=O)(=O)NCc2cccs2)cc1	2%	4%	-14%	38	-4%	-5%	-5%	0%	7%	-9%
CC(CCc1ccccc1)NC(=O)CSc1ccccn1 (stereo not drawn)	2%	5%	1%	1	16%	0%	0%	7%	2%	-1%
CCOc1cccc(-c2nnc3sc(-c4cc(OC)c(OC)c(OC)c4)nn23)c1	-5%	-1%	-7%	11	4%	-1%	26%	6%	-8%	6%
CCOC(=O)c1c(C)[nH]c(C(=O)OCc2ccc([N+](=O)[O-])cc2)c1C	10%	-1%	10%	6	-1%	1%	4%	18%	.	1%
CC(=O)Nc1ccc(NC(=O)CSc2ccc(-c3cccnc3)nn2)cc1	5%	4%	-2%	3	-1%	-3%	6%	3%	-14%	?
COc1ccccc1NS(=O)(=O)c1cccc(C(=O)NCC(c2ccco2)N(C)C)c1 (stereo not drawn)	-4%	7%	.	-1	-10%	-1%	-12%	-123%	.	.
O=C(N/N=C/C1CC=CCC1)c1cc2ccccc2cc1O (stereo not drawn)	-3%	0%	18%	-1	1%	-2%	7%	-6%[46.1 µM]	?	7%
O=C(O)c1ccccc1NS(=O)(=O)c1ccc(NN=Cc2cccc(Cl)c2)c([N+](=O)[O-])c1	-10%	-20%	.	-17	.	-7%	8%	-1%[46.1 µM]	.	.

Three compounds out of the list, ordered by length of the SMILES, falling:
SMILES	A-T KAP1 phos	S-ASM inh	MBNL1 CUG block	TSHR antag	Mito fusion act	PTAP TSG101 blk	a7 integrin act	TCR activator	Menin MLL FP TR	MLL CXXC-DNA inh
COc1ccccc1NS(=O)(=O)c1cccc(C(=O)NCC(c2ccco2)N(C)C)c1 (stereo not drawn)	-4%	7%	.	-1	-10%	-1%	-12%	-123%	.	.
CCOc1cccc(-c2nnc3sc(-c4cc(OC)c(OC)c(OC)c4)nn23)c1	-5%	-1%	-7%	11	4%	-1%	26%	6%	-8%	6%
CCC(=O)c1cn(CC(=O)OC)c2ccccc12	1%	3%	-7%	-5	2%	-6%	21%	-4%	.	4%

New compounds follow:
SMILES	A-T KAP1 phos	S-ASM inh	MBNL1 CUG block	TSHR antag	Mito fusion act	PTAP TSG101 blk	a7 integrin act	TCR activator	Menin MLL FP TR	MLL CXXC-DNA inh
Nc1ccc(OCc2ccco2)cc1	-2%	3%	-7%	5	13%	-1%	0%	4%	9%	2%
COC(=O)CSc1nc2ccc(NC(=O)c3ccccc3C(=O)N3CCOCC3)cc2s1	7%	0%	19%	-21	-1%	-3%	-3%	-3%[46.1 µM]	-8%	9%
COc1ccc(C(C)C)cc1S(=O)(=O)N1CCC(C(=O)NCc2cccnc2)CC1	-1%	0%	1%	1	1%	0%	0%	-2%	3%	8%
O=C(O)C1CCCCC1C(=O)NCCCc1ccccc1 (stereo not drawn)	1%	4%	3%	-2	2%	-3%	-2%	-8%	-14%	4%
O=C(Nc1ccc(F)cc1)c1cc(-c2ccccc2)no1	3%	1%	1%	17	0%	-1%	-10%	-3%	71%[activator]	6%
Cc1ccc(C2=NNC(=O)C(c3ccc(Cl)cc3)C2)cc1 (stereo not drawn)	2%	-11%	-6%	-4	12%	-10%	17%	-5%	.	-1%
S=c1nc(-c2ccco2)[nH][nH]1	.	4%	-6%	17	4%	-3%	17%	-4%	10%	4%

Profiles, looked up by structure. Screens in order: A-T KAP1 phos | S-ASM inh | MBNL1 CUG block | TSHR antag | Mito fusion act | PTAP TSG101 blk | a7 integrin act | TCR activator | Menin MLL FP TR | MLL CXXC-DNA inh
Record of O=C(Nc1ccc(F)cc1)c1cc(-c2ccccc2)no1 → 3% | 1% | 1% | 17 | 0% | -1% | -10% | -3% | 71%[activator] | 6%
Record of Nc1ccc(OCc2ccco2)cc1 → -2% | 3% | -7% | 5 | 13% | -1% | 0% | 4% | 9% | 2%
Record of O=C(O)c1ccccc1NS(=O)(=O)c1ccc(NN=Cc2cccc(Cl)c2)c([N+](=O)[O-])c1 → -10% | -20% | . | -17 | . | -7% | 8% | -1%[46.1 µM] | . | .
Record of CC(OC(=O)c1cccs1)C(=O)NCc1cccs1 (stereo not drawn) → 3% | -3% | -4% | 14 | 5% | -5% | 5% | . | -6% | 3%
Record of CCC1=C(OC(=O)N(CC)CC)N2C(=O)OC(=NCC(=O)OC)[C@]2(C)[C@H]2C1=CC[C@H]1C(=O)N(CC)C(=O)[C@H]12 → -10% | 4% | -6% | -2 | 29% | -9% | -4% | 1% | 0% | 0%
